Screening results from PubChem.
RmlCD inh 1536 – M. tuberculosis RmlC/RmlD coupled enzyme inhibitors, primary screen, biochemical, compound mixtures, 384-well, from 1536-well plates | dTDP-4-dehydrorhamnose reductase (Mycobacterium tuberculosis (strain ATCC 25618 / H37Rv)) … | RmlC+RmlD coupled enzyme assay, percent inhibition; primary screen in compound mixtures | inhibition, % at 3.6 µM | hit rate 0.03% among 160,000 | AID 1533, 2009; in the data active = inhibition mostly above about 34%, no sharp cut-off; also: some results filed as inactive read as strong as hits
Target sequence (P9WH09 whole entry, looked up): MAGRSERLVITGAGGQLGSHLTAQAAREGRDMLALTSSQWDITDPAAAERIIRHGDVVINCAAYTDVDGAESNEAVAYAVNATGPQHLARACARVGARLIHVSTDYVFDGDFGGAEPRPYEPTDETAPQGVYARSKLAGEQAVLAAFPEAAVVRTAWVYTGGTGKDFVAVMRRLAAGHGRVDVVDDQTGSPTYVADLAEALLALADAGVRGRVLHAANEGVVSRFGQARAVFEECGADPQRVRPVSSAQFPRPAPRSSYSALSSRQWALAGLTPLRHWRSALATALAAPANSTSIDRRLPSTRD
Target sequence (P9WH11 whole entry, looked up): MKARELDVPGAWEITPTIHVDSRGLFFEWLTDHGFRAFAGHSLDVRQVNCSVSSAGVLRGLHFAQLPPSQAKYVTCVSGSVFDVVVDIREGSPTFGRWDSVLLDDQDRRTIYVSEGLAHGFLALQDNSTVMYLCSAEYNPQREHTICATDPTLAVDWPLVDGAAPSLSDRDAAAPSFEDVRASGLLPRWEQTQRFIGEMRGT
M. tuberculosis GlmU – inhibition of mycobacterial GlmU enzyme – biochemical, glucosamine-1-phosphate acetyltransferase (AID 1376); Bifunctional protein GlmU (Mycobacterium tuberculosis (strain ATCC 25618 / H37Rv)); M. tuberculosis GlmU acetyltransferase enzyme assay; higher % means a stronger effect; one-dose inhibition, %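 (tested at 30 µM in the primary screen)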; IC50 in µM for titrated hits; hit rate 0.25% among 220,000; in the data active = inhibition above about 13%;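 also: 0% = complete reaction with vehicle and 100% = reaction without substrate; strong numbers were not always called active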
* hit, by the source's call; . = not tested or not shown. Some of the compounds tested; count on the stated rates, not on these rows.

smiles,RmlCD inh 1536,M. tuberculosis GlmU
COc1ccc(C(=O)N2CCCC(c3ccccc3)=N2)cc1,-12,-2.8%
O=C(CN(C(=O)CNS(=O)(=O)c1ccccc1)c1ccc2c(c1)OCCO2)NCc1ccco1,9,-4.1%
C(=N\Nc1ccccn1)/c1c[nH]c2ccccc12,-5,3.2%
CC(O)[C@@H](C(=O)N1CCNCC1)n1cc(CCCCN)nn1 (stereo partly specified),.,1.8%
CC(=O)/C(=N/Nc1ccc(C)cc1)Sc1nnc(CCc2ccccc2)n1-c1ccccc1,5,-2.9%
O=C(Cn1cc(C(=O)c2ccco2)c2ccccc21)NC1CCCCC1,2,-5.0%
COc1cccc(-c2cc3c(-n4cccc4)ncnc3o2)c1,14,4.0%
CCN(CC)S(=O)(=O)c1ccc2c(c1)nc(CCC(=O)Nc1ccc(N3CCOCC3)cc1)n2C,1,-7.1%
CCNC(=O)NC(=O)C(C)OC(=O)CCCSc1nc2ccccc2s1 (stereo unspecified),-4,-1.4%
COCCNC(=S)N1CCN(C/C=C/c2ccccc2)CC1,.,-6.7%
Cc1sc2ncnc(SCC(=O)NC(C)(C)C)c2c1C,3,-2.1%
CCOc1cc2c(cc1C=O)OC(C)C2 (stereo unspecified),.,-3.2%
Cc1cc(=O)oc(C)c1C(=O)NCc1ccc(F)cc1,7,7.0%
COc1cc(-c2nc3ccccn3c2/N=C/c2cccc(F)c2)ccc1O,-14,6.9%
c1ccc(CCn2nnnc2C(c2cccnc2)N2CCOCC2)cc1 (stereo unspecified),20,-0.9%
CCNC(=O)C1CC(=O)N(Cc2ccc(F)cc2)C(=Nc2ccc(OC)cc2)S1 (stereo unspecified),1,1.2%
Cc1ccc([N+](=O)[O-])cc1-c1ccc(/C=N\n2nnnc2N)o1,-10,-1.6%
CN1CCc2nc3sc(C(=O)C45CC6CC(CC(C6)C4)C5)c(N)c3cc2C1,11,.
O=C(Nc1ccccc1)N1CCN(c2ccc(F)cc2)CC1,.,4.3%
CC1(c2nnc(Cc3ccccc3)o2)CC(c2ccc([N+](=O)[O-])cc2)=NO1 (stereo unspecified),.,-2.8%
COC(=O)c1[nH]c2cc(OC)c(OC)cc2c1NC(=O)Oc1ccccc1,.,-4.9%
CCN(Cc1ccccc1)C(c1cccs1)c1nnnn1C1CCCCC1 (stereo unspecified),-2,3.9%
CC(C)NS(=O)(=O)c1ccc(OCC(=O)Nc2ccc(F)cc2)cc1,3,-2.7%
CCN(CC)CCCNC(=O)C(C)Sc1nc(-c2ccccc2)cc(C(F)(F)F)n1 (stereo unspecified),.,-1.2%
CC(=O)C1=C(C)N(Cc2ccco2)C(=O)C1(NC(=O)C1CCCCC1)C(F)(F)F (stereo unspecified),.,-5.7%
COc1ccc(S(=O)(=O)N2CCCC(C(=O)NCc3ccccn3)C2)cc1 (stereo unspecified),.,-2.1%
Cc1cnc(C(=O)OCC(=O)NC(C)CCc2ccccc2)cn1 (stereo unspecified),-6,-3.1%
COc1ccc(OCC(O)Cn2c(=N)n(Cc3ccccc3)c3ccccc32)cc1 (stereo unspecified),.,-6.6%
c1ccc(-c2noc(-c3cccs3)n2)nc1,-2,-2.5%
COc1cccc(OCC(O)CN2CCN(c3ccccc3)CC2)c1 (stereo unspecified),-2,2.2%

smiles,RmlCD inh 1536,M. tuberculosis GlmU
NC(=O)c1ccsc1NC(=O)c1coc2ccccc2c1=O,-13,5.5%
Cc1cccn2c(=O)c3c(nc12)N1CCc2ccccc2C1C1(C3)C(=O)NC(=O)N(C)C1=O (stereo unspecified),.,1.5%
COc1ccc(C(C(=O)NC2CCCC2)N(CC2CCCO2)C(=O)Cc2cccs2)cc1OC (stereo unspecified),6,0.3%
O=c1[nH]c(CSc2nc3ccccc3s2)nc2cc(Cl)ccc12,6,1.6%
CCN(CC)c1ccc(/C=C(\C#N)c2ccccn2)cc1,6,-3.9%
COc1ccc(-c2nc3cc(C)ccn3c2NCc2ccc3c(c2)OCO3)cc1,24,-0.6%
CN(C(=O)CSc1nnc(-c2cccc(F)c2)n1N)C1CCS(=O)(=O)C1 (stereo unspecified),.,-4.0%
Cc1c(N=Nc2c(O)n(-c3ccc(Br)cc3)c(=O)[nH]c2=O)c(=O)n(-c2ccccc2)n1C,2,6.3%
CCC(CC)NC(=O)/C=C/c1ccccc1Cl,-7,3.6%
CCc1ccc(OCC(=O)Nc2ncc3c(n2)CC(C)(C)CC3=O)cc1,13,-0.1%
COc1ccc(-c2c(C#N)c(N)nc3sc(C(=O)c4ccccc4)c(N)c23)cc1,10,-5.1%
O=C(NCc1n[nH]c(=S)n1-c1ccc(F)cc1)c1ccc(S(=O)(=O)N2CCCC2)cc1,.,-0.5%
CO/N=C(\C)c1ncc(C(F)(F)F)cc1N1CCOCC1,61,6.5%
CCNC(=S)N/N=C/c1cn(Cc2ccccc2F)c2ccccc12,-14,3.0%
CCc1ccc(-c2nc(-c3ccncc3)no2)cc1,8,1.8%
O=C(CN(C(=O)c1csnn1)c1cccc(F)c1)NCc1ccc(F)cc1,.,0.7%
CCOC(=O)c1ccc(N2CCN(c3ccc(F)cc3)CC2)c(NC(=O)Nc2cccc(OC)c2)c1,4,-6.2%
Cc1ccc(-n2nc(C)c(Sc3ccccc3[N+](=O)[O-])c2N)cc1,-14,5.0%
CC(=O)Nc1ccc(NC(=S)NC(=O)/C=C/c2ccc(Cl)cc2)cc1,11,1.6%
COc1ccc(Nc2nc(C)nc3c2nnn3Cc2ccccc2)cc1OC,.,1.8%
Cc1nc(SCC(=O)NCCc2ccccc2)c2oc3ccccc3c2n1,.,-0.7%
Cc1cccc(S(=O)(=O)N(CC(=O)Nc2ccccc2C)Cc2ccco2)c1,.,-5.6%
Cc1ccc[n+](CC(=O)Nc2ccc([N+](=O)[O-])cc2Cl)c1,8,1.1%
FC(F)(F)c1ccccc1NC(=S)N1CCN(c2ncccn2)CC1,9,3.6%
Nc1nc(-c2ccco2)nn1C(=O)c1ccc(Cl)cc1,8,.
COc1ccc(CCNCc2ccccn2)cc1OC,8,-4.2%
CC1CCCC(C)N1C(=O)CSc1nc2ncnc(N)c2[nH]1 (stereo unspecified),8,-0.5%
CCn1cc(CNC(=O)c2ccc(C)s2)cn1,-17,1.7%
CCOc1cc(C2C(C#N)=C(N)SC(N)=C2C#N)ccc1OCCN1CCOCC1,.,-0.2%
CCOC(=O)CC1CCCCN1Cc1nc(-c2ccc(F)c(OC)c2)oc1C (stereo unspecified),-12,-0.6%

smiles,RmlCD inh 1536,M. tuberculosis GlmU
COCC(=O)NC1CC2CCCC(C1)N2Cc1ccccc1 (stereo unspecified),2,3.1%
CCN(CC)c1ccc(NC(=O)C2CCCN(S(=O)(=O)c3cnc[nH]3)C2)c(C)c1 (stereo unspecified),11,0.8%
CC(=O)SCC(=O)N=c1sc2cc(F)ccc2n1C,9,5.2%
CCc1cc2c(NCCO)ncnc2s1,-12,3.6%
CC(C)(C)OC(=O)N1Cc2cc3ccccc3nc2C1CO (stereo unspecified),.,-1.1%
Cc1ccc(NC(=O)CN2CCC(Cc3ccccc3)CC2)cc1S(=O)(=O)N(C)C,-8,-4.2%
OCc1nc2ccccc2n1CCCOc1ccc(Br)cc1,3,2.0%
Cc1ccc(C)c(Cn2nnc3c(=O)[nH]c(C4CCCN(C(=O)C5CCC5)C4)nc32)c1 (stereo unspecified),-7,1.8%
Cc1ccc(-n2c(=O)[nH]c3ncccc3c2=O)cc1,.,-3.2%
CC(C)CC(=O)NN1CCCCC1,-26,-5.5%
Cc1cccc(C)c1NS(=O)(=O)c1ccc2c(c1)NC(=O)CO2,4,7.5%
CCNC(=O)c1ccccc1SCc1ccccc1,30,-2.3%
Cc1cc(C)n(-c2ccc(Oc3ccccc3)c(S(=O)(=O)O)c2)n1,8,13%
COc1cccc2cc(C(=O)n3ccc(C)n3)c(=O)oc12,13,0.5%
COc1cccc(NC(=O)CSc2nnc(Cc3cccn3C)n2-c2ccc(F)cc2)c1,.,1.9%
CC(C)c1c(O)nc(SCCN(C)C)[nH]c1=O,21,1.3%
COC(=O)c1cccc(NC(=O)CSc2ncn[nH]2)c1,.,-1.6%
C=C(Cl)COc1ccc2c(CC)cc(=O)oc2c1,8,1.0%
O=C(Nc1ccc(N2C(=O)C3CCCCC3C2=O)cc1Cl)c1cccs1 (stereo unspecified),-8,-4.6%
COc1ccc(-c2onc(C)c2-c2cnn(-c3ccccc3)c2)c(O)c1,2,-5.3%
O=C(CCCC(=O)N(CC(=O)NC1CCCCC1)Cc1ccccc1)Nc1ccccn1,-5,4.1%
Cc1ccc(C(=O)Nc2nnc(-c3ccco3)o2)cc1,-2,4.8%
COC(=O)c1cccc(NCN2C(=O)c3ccccc3C2=O)c1,-2,2.2%
CCCCOc1ccc(-c2cc(C(F)(F)F)c(C#N)c(SCC(=O)O)n2)cc1,-10,-3.6%
Fc1ccc(C(c2ccc(F)cc2)N2CCN(C/C=C/c3ccccc3)CC2)cc1,.,-6.8%
N#Cc1ccsc1NC(=O)COC(=O)c1ccc2ccccc2c1,9,-4.7%
CC(=O)c1ccc(Sc2nnc(C)s2)c([N+](=O)[O-])c1,.,6.3%
COc1ccccc1NC(=O)C/C(N)=N/O,.,2.4%
O=[N+]([O-])/C(C(Cl)=C(Cl)Cl)=C(/NC1CC1)Sc1ccccc1,-4,-5.0%
CCn1c(SCc2cccc(C)c2)nnc1-c1ccc(C)cc1,5,1.9%

Reformatted field by field: entries from further up
CC(O)[C@@H](C(=O)N1CCNCC1)n1cc(CCCCN)nn1 (stereo partly specified)
- RmlCD inh 1536: .
- M. tuberculosis GlmU: 1.8%
CC(=O)/C(=N/Nc1ccc(C)cc1)Sc1nnc(CCc2ccccc2)n1-c1ccccc1
- RmlCD inh 1536: 5
- M. tuberculosis GlmU: -2.9%

Following part.
smiles,RmlCD inh 1536,M. tuberculosis GlmU
COC(=O)Nc1ccc(S(=O)(=O)N(CCO)CCO)cc1,8,4.4%
Cc1cc(=O)[nH]c(SCC(=O)Nc2ccc3c(c2)OCCO3)n1,0,-5.9%
COC(=O)c1ccc2c(=O)n(CCCCCC(=O)NCCNC(C)=O)c(=O)[nH]c2c1,-20,-0.5%
O=Cc1cn(CC(=O)Nc2ccc3c(c2)OCO3)c2ccccc12,4,2.5%
O=C(Cc1ccc([N+](=O)[O-])cc1)N1CCN=C1SCc1ccccc1,-8,-1.9%
CC(c1ccccc1)N1C(=O)NC(NC(=O)c2cccnc2)(C(F)(F)F)C1=O (stereo unspecified),0,3.3%
COc1cccc(C2CC(=O)Nc3c2c(=O)n(C)c(=O)n3C)c1OC (stereo unspecified),8,6.5%
C#CCNC(=O)C1=C[C@@H](c2ccc(C(F)(F)F)cc2)C[C@@H](OCCCCO)O1,.,-1.1%
O=C(O)CSc1ccc2nnc(-c3cccnc3)n2n1,-14,0.7%
O=C1NC(=O)C(=Cc2ccc(N3CCOCC3)cc2)C(=O)N1,-8,2.1%
O=C(NN=C1CCCC1)c1cc(-c2ccccc2)n[nH]1,5,7.0%
Cc1ccc(S(=O)(=O)NNC(=O)c2sccc2-n2cccc2)cc1,-4,-0.1%
CCOc1ccc(N2C(=O)/C(=C\c3ccccc3OC)S(=O)(=O)C2c2cccc([N+](=O)[O-])c2)cc1 (stereo unspecified),.,1.3%
COc1ccc(C(c2nnnn2C2CCCCC2)N2CCN(c3ccc(OC)cc3)CC2)cc1 (stereo unspecified),-6,4.3%
COc1ccc(OC)c(-c2cc(C(=O)NCCCn3ccnc3)no2)c1,16,-1.2%
O=C(COc1ccc(Cl)cc1)NCc1nnc(SCC(=O)NCc2ccc3c(c2)OCO3)o1,.,2.1%
Cc1cccc2cc(CN(CCc3ccccc3)C(=O)N3CCOCC3)c3nnnn3c12,15,-2.8%
Cc1cc(N2CCCCCC2)nc(-c2ccccc2O)n1,8,.
COc1cccc(SCc2noc(C(=O)NC(C)C)c2C(=O)O)c1,.,-2.2%
CCOC(=O)C1(CCOC)CCN(Cc2ccc(COC)o2)CC1,-9,1.9%
O=C(CCn1nc(-c2ccccc2)ccc1=O)N1CCOCC1,6,.
COc1ccc(CNC(=O)C2CC(C)=C(C)CC2C(=O)O)cc1 (stereo unspecified),12,-0.6%
COc1ccc(NC(=O)Cc2coc3ccc4ccccc4c23)cc1S(=O)(=O)N1CCOCC1,6,2.5%
O=C(c1n[nH]c2ccccc12)N1CCOCC1,.,1.4%
COc1cc(/C=N/NC(=O)c2cccnc2)ccc1OCC(=O)N1CCOCC1,10,5.2%
CCC1(CC)Cc2ccccc2-c2nc(NN)[nH]c(=O)c21,.,1.5%
CC(C)CSc1nc2c(=O)[nH][nH]c(=O)c2n1Cc1ccccc1,.,2.6%
COc1ccc(Cn2nc(C)cc2C)cc1OC,5,-6.9%

In the list so far, these contain a COOH group:
smiles,RmlCD inh 1536,M. tuberculosis GlmU
CCCCOc1ccc(-c2cc(C(F)(F)F)c(C#N)c(SCC(=O)O)n2)cc1,-10,-3.6%
O=C(O)CSc1ccc2nnc(-c3cccnc3)n2n1,-14,0.7%
COc1cccc(SCc2noc(C(=O)NC(C)C)c2C(=O)O)c1,.,-2.2%
COc1ccc(CNC(=O)C2CC(C)=C(C)CC2C(=O)O)cc1 (stereo unspecified),12,-0.6%
